# NR3A LBD binder – modulators (binders) of human NR3A ligand-binding domain. NR3A LBD differential scanning fluorimetry, Tm shift; 0% = protein alone, 100% = glycine-bound protein. Tm shift relative to glycine control, % at 25 µM. 2.5% of 340,000 active;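 active means melting temperature shift of at least 10% of the positive control shift, at one fixed dose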
# SENP1 inh – inhibitors of human SENP1 SUMO protease catalytic domain | inhibition, % at 10 µM | Q9P0U3 | recombinant SENP1 catalytic domain, CyPet-SUMO1-YPet FRET cleavage | 0.21% of 360,000 active;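 active means inhibition at least 30% at 10 µM, raw YFP signal under a set limit, fluorescence ratio 0.5 to 1.5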;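 further: 0% = enzyme with DMSO and 100% = no enzyme wells; some results filed as inactive read as strong as hits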
# Target sequence (Q9P0U3 419-644 limits assumed): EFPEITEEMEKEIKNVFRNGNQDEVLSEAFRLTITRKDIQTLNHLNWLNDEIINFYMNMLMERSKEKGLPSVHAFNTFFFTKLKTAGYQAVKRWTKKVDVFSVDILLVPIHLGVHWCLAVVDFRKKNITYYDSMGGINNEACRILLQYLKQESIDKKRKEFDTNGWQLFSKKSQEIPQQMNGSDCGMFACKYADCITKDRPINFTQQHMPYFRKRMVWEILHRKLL
#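 material = recombinant human SENP1 catalytic domain, His6-tagged | quantity = 20 pM enzyme | reagent = 25 nM SUMO1 FRET substrate | compound dosing = 10 µM single point, 0.5% DMSO | timing = 50 min enzyme reaction, room temperature, light-protected | detection = FRET, CFP and YFP emission | control set = no-enzyme low, enzyme-DMSO high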
# ATG4B inhibitor – inhibitors of human ATG4B cysteine protease. AID 504462. inhibition, % at 8.33 µM. Q9Y4P1. ATG4B cleavage of LC3-PLA2, NBD-HPC fluorescence, 1 h. 0.51% of 340,000 active; in the data active means inhibition above about 40%
# MPTP block – permeability transition pore inhibition | isolated mouse mitochondria, Ca2+ swelling absorbance, 30 min | inhibition, % at 10 µM | 1.4% of 360,000 active;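 active means inhibition of 50% or more, scaled per plate between neutral and stimulator controls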;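 further: 0% = DMSO wells given calcium and 100% = 1 mM EGTA wells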
# PfGluPho inh – PfG6PD (Plasmodium falciparum) enzyme inhibition; 0.78% of 350,000 active; inhibition, % at 20 µM; PfGluPho enzyme, NADPH resazurin-diaphorase fluorescence;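 active means inhibition reaching at least a set limit at 20 µM in the primary screen, cut at about 59% in these data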;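 further: 0% = DMSO wells with substrate and 100% = DMSO wells lacking glucose-6-phosphate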
# hIAP act – human IAP activation | P09923 | purified human IAP, CDP-Star luminescence, 30 min; stronger effect = higher value; 1 = vehicle-only enzyme, 0 = enzyme-free background | activation factor at 10 µM | 0.16% of 330,000 active | AID 2524;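 active means activation factor of the enzyme at least 2-fold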; further: the source names both 10 and 20 µM as test concentration; values of inactives mirror those of a sister screen read the other way
# SENP6 block – blocks the human protease SENP6. inhibition, % at 10 µM. AID 2599. Q9GZR1. 1.8% of 330,000 active. Recombinant SENP6 catalytic domain, aminoluciferin luminescence;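 active means inhibition above about 50% at the single tested dose, limit read from the data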;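 further: plate controls were DMSO wells with enzyme for no effect and DMSO wells lacking enzyme for full effect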
# Target sequence (Q9GZR1 628-1112 limits assumed): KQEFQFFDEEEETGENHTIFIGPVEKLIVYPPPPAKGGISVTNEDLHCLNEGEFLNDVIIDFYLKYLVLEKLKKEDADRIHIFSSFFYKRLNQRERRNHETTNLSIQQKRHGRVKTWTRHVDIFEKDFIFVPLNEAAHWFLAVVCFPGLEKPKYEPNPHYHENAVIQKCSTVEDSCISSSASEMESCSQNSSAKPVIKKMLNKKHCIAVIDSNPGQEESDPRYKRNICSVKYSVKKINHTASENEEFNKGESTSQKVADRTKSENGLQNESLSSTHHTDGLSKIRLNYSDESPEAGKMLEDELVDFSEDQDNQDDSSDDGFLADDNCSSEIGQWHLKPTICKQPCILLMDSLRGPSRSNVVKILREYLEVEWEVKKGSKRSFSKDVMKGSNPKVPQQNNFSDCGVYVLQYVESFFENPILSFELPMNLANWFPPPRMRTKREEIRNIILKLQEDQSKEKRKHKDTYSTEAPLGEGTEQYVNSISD
# SENP8 block – blocks human SENP8 cleavage of Nedd8 substrate. Q96LD8. recombinant SENP8, Nedd8 substrate fluorescence. inhibition, % at 20 µM. 0.64% of 360,000 active. AID 602440; in the data active means inhibition mostly above about 40%, no sharp cut-off; inactive means mostly below about 27%
# Target sequence (Q96LD8 whole entry, looked up): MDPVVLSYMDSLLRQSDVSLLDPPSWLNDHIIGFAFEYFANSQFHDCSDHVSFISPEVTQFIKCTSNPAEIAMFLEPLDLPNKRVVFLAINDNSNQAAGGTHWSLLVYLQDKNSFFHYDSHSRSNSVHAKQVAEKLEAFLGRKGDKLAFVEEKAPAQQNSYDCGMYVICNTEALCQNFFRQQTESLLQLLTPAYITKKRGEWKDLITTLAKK
# Active calls of the source: *; i = inactive; nt = no result given.
cpd	compound	NR3A LBD binder	SENP1 inh	ATG4B inhibitor	MPTP block
1	CCOC(=O)COc1cccc2c(=O)n(CC(=O)N3CCC(C)CC3)ccc12	-4	0	0	1.1
2	Cc1cc(N2CCCC2)n2nc(C)nc2n1	0	1	-6	-3.3
3	O=c1cnn(-c2ccc(Cl)cc2Cl)c(-c2ccccc2)c1	-11	0	10	0.8
4	N#CCSCC(=O)Nc1ccccc1	0	2	-5	-0.5
5	COc1cc(/C=C/C(=O)Nc2cccc(S(=O)(=O)NC3=NCCCCC3)c2)ccc1OCC#N	7	-24	0	1.6
6	Cc1nn(Cc2ccccc2)c(Cl)c1C(=O)NC(C)(C)C	-3	1	-1	-1.8
7	COc1ccc(-c2sc(Nc3ccccc3)n[n+]2-c2ccc(F)cc2)c(OC)c1OC	1	-40	-1	1.5
8	CCN(CCNC(=O)C1CCN(c2nnc(-n3cccc3)s2)CC1)c1ccccc1	0	2	-4	-2.1
9	CCCCc1c(C)nc(Nc2ccc(OC)cc2)[nH]c1=O	-2	3	-13	5.1
10	O=C(NC(=S)Nc1ccccc1)c1cc(-c2ccccc2)nc2ccccc12	-5	-5	-2	3.3
11	CC(C)CN(C(=O)COC(=O)c1ccccn1)c1c(N)n(Cc2ccccc2)c(=O)[nH]c1=O	-2	-1	2	-2.1
12	O=C(Nc1ccc(Cl)cc1)c1nc[nH]c1C(=O)NCCN(CCNC(=O)c1[nH]cnc1C(=O)Nc1ccc(Cl)cc1)CCNC(=O)c1[nH]cnc1C(=O)Nc1ccc(Cl)cc1	19*	4	3	1.9
13	CC(C)(C)NC(=O)c1ccc(NC(=O)c2ccccc2-c2ccccc2C(=O)O)cc1	3	0	1	0.3
14	CCNS(=O)(=O)c1ccc(C(=O)OCC(=O)N2CCCc3ccccc32)cc1	3	2	-3	-0.6
15	CC(C)(C)NC(=O)N1CCN(c2ncccc2C(F)(F)F)CC1	0	1	-9	0.8

cpd	PfGluPho inh	hIAP act	SENP6 block	SENP8 block
1	0	1	-13	-44
2	8	1.1	-2	20
3	8	1.1	-32	5
4	3	0.87	-20	8
5	5	0.99	-20	-72
6	-14	0.94	-9	8
7	22	0.83	-9	14
8	-11	1.1	9	14
9	4	1.1	-2	-67
10	6	0.89	-3	12
11	5	1.1	-6	1
12	-2	2	-9	12
13	-1	1	-6	0
14	-14	1.1	4	-4
15	-10	0.76	-4	6

# Single entries from above:
# entry 12 @ SENP8 block: 12
# entry 14 @ NR3A LBD binder: 3
# entry 1 @ NR3A LBD binder: -4
# entry 11 @ MPTP block: -2.1
# entry 2 @ NR3A LBD binder: 0

# Remaining list, next part.
cpd	compound	NR3A LBD binder	SENP1 inh	ATG4B inhibitor	MPTP block
16	CC(=O)Nc1ccc(C(=O)NCCN2CCOCC2)cc1	3	2	-2	0.2
17	COc1ccc(CN2C(=O)C(C)Nc3ncnc(N4CCOCC4)c32)cc1 (configuration not stated)	1	-3	3	-0.4
18	CCCCNC(=O)N(C)c1nc2ccccc2s1	-3	2	6	0.5
19	CC(C(=O)Nc1cccc(S(=O)(=O)N2CCOCC2)c1)N1CCN(c2ccc(F)cc2)CC1 (configuration not stated)	-1	1	-15	-1.7
20	Cc1ccc(O)c(C2=NNC(c3ccc(Cl)cc3)C2)c1 (configuration not stated)	-2	-22	1	7.7
21	CC1(C(=O)NCCN2CCOCC2)C=CCN1C(=O)c1ccccc1 (configuration not stated)	-2	0	-3	-1.8
22	C=CCNC(=O)COc1ccccc1C#N	-2	-2	0	0.0
23	CN(c1ccc(OCC(=O)OCC(=O)NCc2ccco2)cc1)S(=O)(=O)c1ccc2ccccc2c1	-4	0	2	-1.9
24	C=CCOc1ccc(C(=O)Nc2ccccc2C(=O)NCc2cccnc2)cc1	-2	-1	-2	-0.9
25	Cc1nnc(SC(C)C(=O)Nc2ccc(S(=O)(=O)N3CCCCCC3)cc2)s1 (configuration not stated)	-3	-1	-5	1.1
26	COc1ccc(-c2cc(C(=O)N(C)Cc3cccc(OC)c3OC)c3ccccc3n2)cc1OC	-6	-2	-4	-1.0
27	Cc1cccc(N(C)c2cc(C)nc3nc(C)nn23)c1	-2	-2	-1	-2.0
28	Cc1ccc(S(=O)(=O)N2CCN(c3ccc([N+](=O)[O-])c4cccnc34)CC2)cc1	-1	-53	-3	1.9
29	CCN1CCN(c2nc3c(c(=O)[nH]c(=O)n3C)n2Cc2cccc(C)c2)CC1	nt	4	nt	0.7
30	CC(=O)Nc1ccc(S(=O)(=O)Nc2nc3ccccc3nc2Nc2ccc(N)cc2)cc1	6	-34	5	2.2

cpd	PfGluPho inh	hIAP act	SENP6 block	SENP8 block
16	-3	1.2	13	23
17	-5	1.1	-5	-3
18	19	1.1	-19	8
19	6	1.1	1	-6
20	-5	1.1	4	-14
21	-3	1	-4	3
22	-8	0.97	-13	-7
23	-1	1	-10	7
24	-5	0.97	19	-15
25	4	0.83	-13	-241
26	-16	1	-4	-304
27	2	0.94	-5	4
28	7	0.81	12	33
29	-11	nt	nt	26
30	-6	0.85	-1	-157

# The list continues.
cpd	compound	NR3A LBD binder	SENP1 inh	ATG4B inhibitor	MPTP block
31	CCOC(=O)N1CCN(C(=O)/C=C/c2ccc([N+](=O)[O-])cc2)CC1	0	2	-12	0.6
32	Cc1cc(C)nc(N2CCCC(C(=O)Nc3nnc(C(C)(C)C)s3)C2)n1 (configuration not stated)	1	1	-1	1.5
33	O=C(COC(=O)Cc1ccsc1)Nc1ccccc1	5	8	-8	0.0
34	Fc1cccc(Cl)c1Cn1nnc(-c2ccc3c(c2)OCO3)n1	0	-1	16	0.4
35	COc1cc(C(=O)O[C@H]2CC(C)=CC[C@@]3(C)CC[C@@](O)(C(C)C)[C@H]23)ccc1O	-1	0	-19	2.6
36	CCOc1cc(CNC(C)(C)C)ccc1OCC(=O)Nc1cccc(C(F)(F)F)c1	0	2	29	2.4
37	Cc1cc(C)n2nc(C(=O)OCCOc3ccc(F)cc3)nc2n1	1	2	-4	1.6
38	CCNc1nc(NCC)nc(N/N=C/c2ccc(N(C)C)cc2)n1	0	-1	-2	-2.7
39	CC(=O)Nc1ccc(S(=O)(=O)NC2CCS(=O)(=O)C2)cc1Cl (configuration not stated)	3	2	-13	1.4
40	CC1CCCCN1C(=O)CSc1nnc(-c2c[nH]c3ccccc23)o1 (configuration not stated)	0	3	-10	3.1
41	CCOc1ccccc1CNC(=O)C1CCN(c2nnc(C)c3c(C)n(-c4ccc(C)cc4)nc23)CC1	-1	-2	0	-0.9
42	Cc1ccsc1/C=N/NC(=S)NCc1ccccc1	-3	-1	1	2.8
43	CC1CCN(S(=O)(=O)c2ccc(NC(=O)Cc3ccc(S(=O)(=O)N4CCOCC4)s3)cc2)CC1	2	-8	-7	-0.5
44	COc1ccccc1/C=C/C=N/n1c(COc2ccccc2)n[nH]c1=S	-12	2	15	4.7
45	O=C(Oc1ccc[nH]c1=O)c1ccc(F)cc1	nt	1	nt	-1.0

cpd	PfGluPho inh	hIAP act	SENP6 block	SENP8 block
31	-23	0.99	-1	13
32	-5	0.98	0	-8
33	15	1.1	2	3
34	-11	0.95	-9	13
35	30	1	5	3
36	-18	1.2	-20	20
37	-8	1.1	-1	30
38	-17	1	-1	-408
39	5	1	-21	12
40	11	1.1	-3	-14
41	12	0.77	7	-381
42	18	1.2	0	-2
43	20	0.95	4	-10
44	12	1.4	-4	11
45	-10	nt	nt	16

# Values by screen from the list.
# Nos. 32–35 in PfGluPho inh read -5, 15, -11, 30

# The main list resumes, repeating the 5 entries before the break.
cpd	compound	NR3A LBD binder	SENP1 inh	ATG4B inhibitor	MPTP block
41	CCOc1ccccc1CNC(=O)C1CCN(c2nnc(C)c3c(C)n(-c4ccc(C)cc4)nc23)CC1	-1	-2	0	-0.9
42	Cc1ccsc1/C=N/NC(=S)NCc1ccccc1	-3	-1	1	2.8
43	CC1CCN(S(=O)(=O)c2ccc(NC(=O)Cc3ccc(S(=O)(=O)N4CCOCC4)s3)cc2)CC1	2	-8	-7	-0.5
44	COc1ccccc1/C=C/C=N/n1c(COc2ccccc2)n[nH]c1=S	-12	2	15	4.7
45	O=C(Oc1ccc[nH]c1=O)c1ccc(F)cc1	nt	1	nt	-1.0
46	O=C(NCC(=O)N1CCN(c2ccccc2O)CC1)c1cccs1	-2	0	2	-1.9
47	O=C(O)C1CC(=O)N(CCOc2ccccc2)C1 (configuration not stated)	0	-1	-13	-4.4
48	COc1ccc([N+](=O)[O-])cc1NC(=O)CSc1nc(C)c(C)c(C)n1	1	1	24	0.6
49	O=C(COC(=O)/C=C/c1ccc(F)cc1)Nc1ccc(Cl)cn1	-1	0	-2	-0.8
50	Cc1ccccc1N/N=C/c1c(C)nc2ccccn12	-2	-92	-2	-0.8
51	O=C(CCS(=O)(=O)c1ccc(Cl)cc1)N1CCN(S(=O)(=O)c2cccs2)CC1	0	-1	1	0.0
52	COc1ccc(OC)c(/C=N/NC(=O)c2[nH]ncc2Br)c1	21*	2	-8	2.0
53	O=C(CSc1nc(O)cc(=O)n1-c1ccccc1)Nc1ccc2c3c(cccc13)CC2	-3	-6	-3	0.9
54	Cc1ccc(NC(=O)C2CCN(c3cnccn3)CC2)cc1	3	2	5	-0.2
55	COc1ccc(C2=NOC(CN3C(=O)c4ccccc4S3(=O)=O)C2)cc1 (configuration not stated)	0	2	13	0.2
56	CCOC(=O)NN1C(=O)c2ccccc2NC1c1ccc(OC)c(OC)c1 (configuration not stated)	0	-8	0	0.0
57	COC(=O)c1c(-c2ccc(N(C)C)cc2)sc2ccc(OC)cc12	-17	-27	-13	3.4
58	O=C(NCc1ccccc1)C1CCCN1C(=O)Nc1ccccc1[N+](=O)[O-] (configuration not stated)	-2	2	9	-0.5
59	CCOC(=O)C[C@H]1c2ccc(C(F)(F)F)cc2S(=O)(=O)N1c1cccc(OC)c1	-10	-1	-4	0.4
60	C/C(CC(=O)Nc1ccc2c(c1)OCCO2)=N\NC(=O)COc1ccc(C)cc1	1	3	-7	-1.2

cpd	PfGluPho inh	hIAP act	SENP6 block	SENP8 block
41	12	0.77	7	-381
42	18	1.2	0	-2
43	20	0.95	4	-10
44	12	1.4	-4	11
45	-10	nt	nt	16
46	16	1.3	-12	15
47	-25	0.98	-11	4
48	-6	0.95	5	26
49	-1	1.1	-18	14
50	1	0.94	-10	-180
51	-18	1.1	-15	5
52	31	1.7	-32	-414
53	12	0.88	14	-5
54	18	1	5	-403
55	-1	1.1	1	12
56	-1	1.1	-14	-402
57	-1	1	6	-494
58	2	0.95	20	6
59	-4	0.97	-14	-11
60	-8	1.1	-7	11

# Remaining list, next part
cpd	compound	NR3A LBD binder	SENP1 inh	ATG4B inhibitor	MPTP block
61	CN(C)c1cc(N)c2ccccc2n1 (tested in a mixture with another compound)	1	-1	-6	0.6
62	CCOC(=O)c1cnc2c(ccc3ccccc32)c1NCCO	-3	-5	-23	0.0
63	CCOC(=O)CSc1nc2sc3c(c2c(=O)n1CC)CC(C)(C)OC3	nt	1	-11	-0.8
64	CC(=O)Nc1cccc(O)c1	2	0	9	0.2
65	CCOc1ccc(-c2c(C#N)c(N)nc3sc(C(=O)c4ccccc4)c(N)c23)cc1	2	-32	-3	5.2
66	CCOc1ccc(CN2CCN(Cc3cccn3-c3ncccn3)CC2CCO)cc1 (configuration not stated)	2	-4	-2	0.6
67	CCCCN(CC)C(=O)Cn1cnc2sc(C)c(S(=O)(=O)N3CCC(C)CC3)c2c1=O	2	-4	-1	1.2

cpd	PfGluPho inh	hIAP act	SENP6 block	SENP8 block
61	7	1	-3	9
62	52	1	24	i
63	1	1.1	-20	7
64	-2	0.93	8	-1
65	-12	0.89	-14	-253
66	0	0.96	-16	19
67	-5	0.85	-7	14
